EPAC2 ag = activates human EPAC2 exchange factor; Q8WZA2; EPAC2 activation, biochemical qHTS; response scale: 100% = 6.5 mM cAMP response; Potency, µM (top dose mostly 154 µM), inactives show at the highest dose activation, usual class: activators; 360,000 compounds, 0.079% hits; AID 720711; note: potency is the fitted concentration of half-maximal effect; nearly all actives have a fitted effect of over 50% in size
Target sequence (Q8WZA2 whole entry, looked up): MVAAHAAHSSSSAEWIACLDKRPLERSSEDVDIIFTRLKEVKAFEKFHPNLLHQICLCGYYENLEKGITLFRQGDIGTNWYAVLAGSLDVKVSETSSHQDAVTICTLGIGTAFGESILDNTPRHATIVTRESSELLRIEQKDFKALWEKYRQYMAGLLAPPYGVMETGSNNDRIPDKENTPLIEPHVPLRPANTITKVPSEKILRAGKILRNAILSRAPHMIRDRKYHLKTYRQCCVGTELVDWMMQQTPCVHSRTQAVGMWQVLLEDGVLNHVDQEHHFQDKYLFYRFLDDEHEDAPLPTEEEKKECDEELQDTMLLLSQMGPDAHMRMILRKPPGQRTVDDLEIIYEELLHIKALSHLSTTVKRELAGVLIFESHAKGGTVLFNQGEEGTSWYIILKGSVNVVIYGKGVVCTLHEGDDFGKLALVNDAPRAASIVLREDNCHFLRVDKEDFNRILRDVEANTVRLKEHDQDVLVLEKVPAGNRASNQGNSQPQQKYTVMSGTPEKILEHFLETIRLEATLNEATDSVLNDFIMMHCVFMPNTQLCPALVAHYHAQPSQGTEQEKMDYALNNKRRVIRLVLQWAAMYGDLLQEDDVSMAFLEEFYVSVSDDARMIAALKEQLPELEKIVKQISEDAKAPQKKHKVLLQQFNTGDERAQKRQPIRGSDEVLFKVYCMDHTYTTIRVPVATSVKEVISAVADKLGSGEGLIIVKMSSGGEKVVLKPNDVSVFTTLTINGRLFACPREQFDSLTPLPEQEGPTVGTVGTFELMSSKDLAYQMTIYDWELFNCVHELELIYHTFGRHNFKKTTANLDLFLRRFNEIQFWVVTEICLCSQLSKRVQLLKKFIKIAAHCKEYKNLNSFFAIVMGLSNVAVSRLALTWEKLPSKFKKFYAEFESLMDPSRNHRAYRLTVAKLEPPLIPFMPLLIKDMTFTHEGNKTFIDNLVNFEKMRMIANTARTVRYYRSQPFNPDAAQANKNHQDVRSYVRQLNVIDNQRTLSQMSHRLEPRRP
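Fluorescence exchange assay: 100 nM EPAC2 with 250 nM RAP1B-BODIPY-GDP and 50 uM GDP; compounds tested as a concentration-titration series (qHTS). Loss of Rap1-bound BODIPY-GDP fluorescence read at 480/540 nm; data normalized to 6.5 mM cAMP.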
TGFb inhibitor = TGF-b pathway inhibition; HepG2 CAGA-GFP TGF-b/SMAD3 reporter, GFP fluorescence, 18 h; TGF-beta stimulated, 500 pg/mL final; 410,000 compounds, 1.2% hits; Potency, µM (highest dose often 46.1 µM), for inactives: at the top dose activity, negative = inhibition, usual class: inhibitors; note: potency is the fitted concentration of half-maximal effect; % is set by controls: 0 for no effect and ±100 for the full control effect; nearly all actives have a fitted effect of over 65% in size
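TGF-beta reporter screen: HEPG2 CAGA-GFP, 1% FBS, 500 pg/mL TGF-beta final, 18 h; per-cell GFP summed per well; curves fitted and categorized by class.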
Nrf2 activator = activates Nrf2 signaling | AREc32 ARE-luciferase reporter (MCF7-derived line), luminescence, 24 h | Potency, µM (top dose mostly 46.1 µM), inactives show at the highest dose activation, usual class: activators | 410,000 compounds, 0.31% hits | AID 624171; note: potency is the fitted concentration of half-maximal effect; % of control where 0% means no effect; nearly all actives have a fitted effect of over 65% in size
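For detection, Steady-Glo was added and plates sat 30 min at RT; before that, AREc32_Fluc cells grown overnight in OPTI-MEM/5% FBS had been treated with 23 nL compound for 24 hr at 37 deg C.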
CCT modulator = modulators of cytosolic chaperonin (CCT/TRiC) activity; 360,000 compounds, 0.3% hits; AID 651819; purified chaperonin ATPase assay, HTRF ADP detection, 30 min; activity change, % (concentration not given with the values), hits read low; in the data active = activity change below about -30%; note: % is set by controls: 0 for no effect and ±100 for the full control effect
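Enzyme 40 or 20 nM (batch-dependent) in Tris pH 7.4/KCl/MgCl2/DTT; cpd 76 uM single point; ATP 10 uM; 30 min 37 °C; Transcreener ADP HTRF detection, 30 min RT; ratio 665/615.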
MmCpn inh = M. maripaludis TRiC chaperonin inhibition | purified Mm-Cpn ATPase, ADP Transcreener TR-FRET | AID 504842 | 330,000 compounds, 0.031% hits | Potency, µM (highest dose often 76.9 µM), inactives show top-dose activity, negative = inhibition, usual class: inhibitors; note: potency is the fitted concentration of half-maximal effect; % is set by controls: 0 for no effect and ±100 for the full control effect; nearly all actives have a fitted effect of over 80% in size
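ATPase turnover read by TR-FRET ADP competition (Eu cryptate antibody/ADP-d2, 665/590 nm): 10uM ATP final, 25nM Mm-CPN final, 30 min 37degC after 10-min compound preincubation, pH 7.4 Tris/KCl/MgCl2/DTT buffer.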
A549 viability = A549 cytotoxicity, counter-screen for Nrf2 inhibitors; A549 ARE-Fluc cells, CellTiter-Fluor viability, 18-24 h; Potency, µM (top dose mostly 46 µM), for inactives: top-dose activity change, negative = cytotoxicity, most hits filed as inhibitors; 390,000 compounds, 0.16% hits; AID 504648; note: potency is the fitted concentration of half-maximal effect; % is set by controls: 0 for no effect and ±100 for the full control effect
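A549 ARE-Fluc cells in 5% FBS OPTI-MEM, 5000 cells/well, rested 2 h then exposed to compounds in concentration-response for 18-24 h at 37 °C. Viability by CellTiter-Fluor fluorescence (Ex 405/Em 525) after 30 min; luciferase luminescence (BugLite, 15 min, RT) read afterwards.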
Akt phos inh = blocks phosphorylation of Akt; Neuro2A IGF-stimulated pAkt S473 HTRF, 20 min; hits give low values; activity change, % for hits at 50 µM; 360,000 compounds, 0.32% hits; in the data active = activity change below about -80%; inconclusive = mostly about -51% to -80%; note: % is set by controls: 0 for no effect and ±100 for the full control effect
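Neuro2A cells in DMEM with 0.5% FBS, overnight at 37 deg C, given compound at single 50 µM final, then IGF (6 nM final) for 20 min at 37 deg C. Lysed; phospho-Akt Ser473 by HTRF after 24 h, 665/615 ratio.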
EPAC2 antagonist = antagonists of human EPAC2 | 360,000 compounds, 0.18% hits | Potency, µM (titrated, usually from 114 µM), without a hit: top-dose activity, negative = inhibition, usual class: inhibitors | EPAC2 GEF exchange of Rap1B-BODIPY-GDP, fluorescence | Q8WZA2; note: potency is the fitted concentration of half-maximal effect; % is set by controls: 0 for no effect and ±100 for the full control effect; nearly all actives have a fitted effect of over 45% in size; many of its hits are not listed in these tables
Nrf2 block = inhibitors of Nrf2 signaling. A549 ARE-Fluc reporter, luciferase luminescence, 18-24 h. Potency, µM (highest dose often 46 µM), for inactives: at the top dose activity change, negative = inhibition, actives largely listed as inhibitors. 360,000 compounds, 2.1% hits; note: potency is the fitted concentration of half-maximal effect; % is set by controls: 0 for no effect and ±100 for the full control effect; nearly all actives have a fitted effect of over 60% in size
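Nrf2 activity is the BugLite luminescence, read 15 min after reagent at room temperature, following CellTiter-Fluor cytotoxicity readout (30 min, 37C). Compound titrations were applied for 18-24 h to 5000 A549 ARE_Fluc cells/well in 5% FBS OPTI-MEM.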
Starred values were filed as active, the others as inactive; i = inactive; ? = inconclusive; . = no result given; & = joins results of further samples; [ ] = dose if it differs, or a comment. Unless noted, calls come from the whole dose curve; as a rule, active = well fitted curve in the direction sought with a large enough effect; inconclusive = small, poorly fitted or top-dose-only effect, or another doubt; inactive = no such curve, though single readings can be large; an effect the other way counts as inactive or inconclusive.

SMILES	EPAC2 ag	TGFb inhibitor	Nrf2 activator	CCT modulator	MmCpn inh	A549 viability	Akt phos inh	EPAC2 antagonist	Nrf2 block
Cc1cc(F)ccc1-c1cc(C(=O)N2CCN(c3ccncc3)CC2)[nH]n1	20%	3%	3.9%	-12	.	.	i	20%	.
O=C(CCS(=O)(=O)c1ccccc1)Nc1cccc(-c2nc3ccccc3s2)c1	9%	?	8.1%	-1.0	?	-8%	i	4%	-14%
COc1ccc(N2CCN(C(=O)CSc3nnc(C)c(=O)[nH]3)CC2)cc1	16%	-6%	-0.5%	-3.9	-1%	3%	i	-7%	?
CC(C)(C)C(=O)N1N=C(c2ccc(NS(C)(=O)=O)cc2)CC1c1cccs1 (stereo not drawn)	14%	-17%	2.2%	-1.1	0%	-11%	i	-22%	-15%
Cc1ccc(C2=NC(C)(C)N=C2SCC(=O)Nc2ccc(Cl)cc2)cc1	-7%	14%	19%	1.6	-16%	4%	i	-23%	-19%
Cc1cnc(CNC(=O)CC2C(=O)NCCN2Cc2ccccc2C(F)(F)F)cn1 (stereo not drawn)	-1%	-3%	-0.7%	-1.0	-5%	0%	i	13%	13%
CC(C)(C)NC(=O)CSc1nc2ccc(Nc3nc(N4CCOCC4)nc(N4CCOCC4)n3)cc2s1	0%	?	-1.2%	-1.0	-1%	0%	i	3%	?
Cc1ccc(-c2csc(NC(=O)CSc3ncn(-c4ccccc4)n3)n2)cc1	-3%	-11%	-0.1%	0.0	-3%	-19%	i	17%	12%
CC(C)CCCN1CCN=C1Nc1ccccc1	4%	-6%	-0.6%	-0.1	1%	-4%	i	14%	1%
Cc1ccc(NC(=O)CN2C(=O)N/C(=C/c3ccc(C)o3)C2=O)cc1	-2%	?	7.5%	-2.8	-2%	9%	i	0%	2%
Cc1ccc(S(=O)(=O)NCCC(=O)NCC(c2cccs2)N(C)C)cc1C (stereo not drawn)	-2%	11%	-0.2%	1.9	?	7%	i	-2%	10%
COc1cc(OC)c(NS(=O)(=O)c2ccc3c(c2)NC(=O)CO3)cc1Cl	-5%	-6%	0.4%	-1.9	0%	-6%	i	-6%	-9%
CC1(c2ccc3c(c2)OCCCO3)NC(=O)N(CC(=O)NCCc2ccc(F)cc2)C1=O (stereo not drawn)	3%	-2%	-0.8%	-1.6	.	.	i	-2%	.
O=c1oc2cc(OCc3c(F)cccc3Cl)ccc2cc1-c1ccccn1	-3%	23%	3.7%	-1.8	-1%	-1%	i	9%	5%
Cc1cc(C)n(CCC(=O)N/N=C/c2ccc(Br)c([N+](=O)[O-])c2)n1	9%	-21%	?	-2.2	3%	-14%	i	-9%	-2%
O=C(O)CNc1ncccc1[N+](=O)[O-]	7%	0%	0.0%	-0.3	2%	-20%	i	-23%	12%
COc1ccc2cc(N=Cc3nc(-c4ccc(C)cc4)oc3O)cnc2c1	13%	3%	0.3%	-2.8	0%	-2%	i	0%	0%
CC1Cc2cc(/C(O)=C3\C(=O)C(=O)N(CCN(C)C)C3c3ccccc3F)ccc2O1 (stereo not drawn)	-2%	-21%	0.2%	-0.4	-2%	-1%	i	1%	6%
COc1ccc(CC(=O)NNC(=S)NC(=O)c2cccnc2)cc1	3%	19%	-0.6%	1.0	0%	7%	i	3%	?
COc1cc(OC)c(NC(=O)CCCn2c(=O)oc3ccccc32)cc1Cl	8%	-28%	-1.8%	-2.2	0%	0%	i	-1%	-33%

Part of the list above with just EPAC2 ag:
compound,EPAC2 ag
COc1ccc(CC(=O)NNC(=S)NC(=O)c2cccnc2)cc1,3%
Cc1cc(F)ccc1-c1cc(C(=O)N2CCN(c3ccncc3)CC2)[nH]n1,20%
COc1cc(OC)c(NC(=O)CCCn2c(=O)oc3ccccc32)cc1Cl,8%
O=C(O)CNc1ncccc1[N+](=O)[O-],7%
Cc1ccc(-c2csc(NC(=O)CSc3ncn(-c4ccccc4)n3)n2)cc1,-3%
CC(C)(C)C(=O)N1N=C(c2ccc(NS(C)(=O)=O)cc2)CC1c1cccs1 (stereo not drawn),14%

Compound profiles, from the list above.
CC(C)(C)NC(=O)CSc1nc2ccc(Nc3nc(N4CCOCC4)nc(N4CCOCC4)n3)cc2s1 in the list: EPAC2 ag: 0%; TGFb inhibitor: ?; Nrf2 activator: -1.2%; CCT modulator: -1.0; MmCpn inh: -1%; A549 viability: 0%; Akt phos inh: i; EPAC2 antagonist: 3%; Nrf2 block: ?
COc1cc(OC)c(NC(=O)CCCn2c(=O)oc3ccccc32)cc1Cl in the list: EPAC2 ag: 8%; TGFb inhibitor: -28%; Nrf2 activator: -1.8%; CCT modulator: -2.2; MmCpn inh: 0%; A549 viability: 0%; Akt phos inh: i; EPAC2 antagonist: -1%; Nrf2 block: -33%

(next part)
SMILES	EPAC2 ag	TGFb inhibitor	Nrf2 activator	CCT modulator	MmCpn inh	A549 viability	Akt phos inh	EPAC2 antagonist	Nrf2 block
Cc1cc(C)nc(NC(N)=NCCc2c[nH]c3ccccc23)n1	2%	?	-1.5%	1.2	0%	0%	i	-6%	-13%
O=C(C=CC(=O)OC1CCCCC1)OC1CCCCC1	-2%	0%	14%	0.2	.	-6%	i	-28%	?
CCOc1ccc(N(C(=O)CNC(=O)c2cccs2)C(C(=O)NCC2CCCO2)c2ccc(OC)c(OC)c2)cc1 (stereo not drawn)	8%	-28%	-0.7%	-0.5	0%	-1%	i	-3%	3%
CC(NC(=O)c1ccc2nc[nH]c2c1)c1ccccc1 (stereo not drawn)	-2%	0%	0.8%	-2.0	0%	1%	i	-2%	10%
O=[n+]1c2c(n([O-])c3ccccc31)CCC2	2%	1%	-0.4%	-0.5	.	-1%	i	12%	-4%
COC(=O)[C@@]1(Cc2ccc(F)cc2)[C@H]2c3cc(C(=O)N(C)C)n(CCF)c3C[C@H]2CN1C(=O)c1ccccc1	5%	.	0.8%	-2.1	.	.	i	-6%	.
COc1ccc(O)c(C(=O)c2cc(C#N)c(=O)n(Cc3ccccc3)c2)c1	7%	?	2.4%	-0.2	-3%	-4%	i	-13%	2%
O=C(OCC(=O)N1CCOCC1)c1cnc(Cl)c(Cl)c1	8%	11%	17%	0.3	0%	-1%	i	-4%	-17%
COc1ccc(C(c2sc3nc(C)nn3c2O)N2CCN(Cc3ccccc3)CC2)cc1OC (stereo not drawn)	9%	-6%	0.2%	0.6	1%	3%	i	-15%	-1%
CCN1C(=O)c2cccc3c(S(=O)(=O)Nc4ccc(O)c(C(=O)O)c4)ccc1c23	2%	3%&24%	-0.3%&-1.4%	-0.1	-1%	-5%&-7%	i	2%	5%&7%
Oc1ccccc1C=NN=Cc1c(O)ccc2ccccc12	10%	-7%	?	-4.9	.	-8%	i	14%	5%
CCOc1ccc(Oc2nc(N(CC)CC)nc(N3CCOCC3)n2)nn1	-2%	3%	9.4%	-0.7	1%	3%	i	-2%	-3%
CC(=O)c1sc(NC(=O)c2cnc(Cl)c(Cl)c2)nc1C	12%	7%	14%	-12	-2%	-6%	i	5%	?
COc1ccc(C(=O)COC(=O)c2cncc(Br)c2)cc1	5%	-2%	-1.0%	-0.2	-2%	0%	i	-1%	2%
CCc1ccc(-c2nc(CN3CCC(C(=O)NCc4ccccc4OC)CC3)c(C)o2)cc1	-6%	?	3.4%	0.1	-1%	?	.	11%	19%
COC(C[C@@H](O)[C@H](C)[C@H](O)COCc1ccccc1)OC	2%	5%	0.3%	1.1	-1%	-1%	i	35%[activator]	-5%
CC(C)[C@H](NC(=O)N1CCn2c1nc1ccccc12)C(=O)NCc1ccccc1Cl	3%	?	-0.7%	-2.8	-2%	10%	i	-29%	0%
Cc1ccc(C(=O)CCC(=O)NC2=NCCS2)cc1	-13%	2%	0.2%	-1.6	-4%	1%	i	14%	?
COc1ccc(CCC(=O)N2CCN(c3ccccc3)CC2)cc1OC	-3%	0%	-0.6%	-0.1	2%	3%	i	-3%	-15%
Cc1cc(C(=O)Nc2ccc(S(=O)(=O)Nc3nccs3)cc2)c(C)o1	9%	-4%	0.5%	0.3	0%	-4%	i	-2%	6%

Compound activity deposited in PubChem by National Center for Advancing Translational Sciences (NCATS).

Only part of the results is shown; count on the stated rates, not on these rows.
